CRFR2-BP ag – CRF-BP/CRF-R2 complex agonism; 350,000 compounds, 0.46% hits; AID 588473; HEK293 CRF-R2/CRF-BP, calcium dye fluorescence (FLIPR); percent of saturating CRF peptide response; activation, % at 13.2 µM;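 active = activation of at least 50%, plus an integration ratio under a set limit after plate pattern correction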;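 also: plate controls were neutral control wells without compound for no effect and CRF at EC100 for full effect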
MEKK2 WT-MEK5 – raises or lowers MEK5 binding to wildtype human MEKK2 PB1 domain; bead flow cytometry, Alexa488-MEK5 binding to MEKK2 WT; actives lie on both sides; Q9Y2U5; binding response (% of control), % at 10 µM; 290,000 compounds, 1.1% hits; in the data active = binding response below about 67% or above about 130%
SUMO HTRF inh – inhibitors of human SUMOylation (UBC9); P63279; HTRF SUMOylation assay, SAE1/SAE2 + UBC9, in vitro; inhibition, % at 35 µM; 290,000 compounds, 0.36% hits; AID 2006; in the data active = inhibition above about 50%, passing the limit was not always enough; also: strong numbers were not always called active
Target sequence (P63279 whole entry, looked up): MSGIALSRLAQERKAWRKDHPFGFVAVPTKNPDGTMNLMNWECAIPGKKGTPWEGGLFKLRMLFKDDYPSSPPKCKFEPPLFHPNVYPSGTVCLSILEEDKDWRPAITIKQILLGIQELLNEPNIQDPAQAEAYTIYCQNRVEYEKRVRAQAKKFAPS
MEKK2mut PB1 HTS – signal of MEK5 binding to mutant human MEKK2 PB1 domain. bead flow cytometry, Alexa488-MEK5 binding to MEKK2 mutant. percent response, % at 10 µM. 290,000 compounds, 0.35% hits; in the data active = percent response above about 24%, passing the limit was not always enough; also: inactives centre near 1; some results filed as inactive read as strong as hits
CRFR2-BP antag – CRF-BP/CRF-R2 complex antagonism | HEK293 CRF-R2/CRF-BP, CRF-induced calcium fluorescence | inhibition, % at 11.8 µM | 350,000 compounds, 0.59% hits | AID 588475;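 active = inhibition of the ligand-induced calcium signal above about 50% at the single tested concentration, limit read from the data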
HCV NS3 hel inh – HCV NS3 helicase inhibition | NS3 helicase DNA unwinding, Cy5 molecular beacon fluorescence | inhibition, % at 10.9 µM | 290,000 compounds, 0.56% hits;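 active = inhibition above the mean of all tested compounds plus 3 SD, set per campaign, cut at about 35% in these data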;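 also: 0% = DMSO wells and 100% = thioflavine S control wells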
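System: HCV NS3 helicase fragment; control set: DMSO and thioflavine S; technique: Cy5 fluorescence at 0 and 60 min, beacon hairpin quenching; reagent: beacon DNA duplex substrate plus ATP; replicates: singlicate; schedule: 1 h reaction at 25 °C, ATP-initiated; medium: MOPS buffer pH 6.5 with MgCl2, DTT, Tween20, BSA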
GalR3 antagonist – antagonists of human GalR3; AID 651719; inhibition, % at 3 µM; O60755; HEK293 GalR3-CNG cAMP membrane potential fluorescence; galR3 body fused to GalR1 C-terminus; 360,000 compounds, 0.44% hits;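 active = inhibition above the screen-wide average plus 3 SD, cut at about 13% in these data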;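 also: forskolin and galanin both at EC90 stimulate the cells; cAMP rise reported by CNG channel membrane potential dye signal; 0% = forskolin plus galanin with DMSO and 100% = forskolin alone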
Target sequence (O60755 1-299 limits assumed): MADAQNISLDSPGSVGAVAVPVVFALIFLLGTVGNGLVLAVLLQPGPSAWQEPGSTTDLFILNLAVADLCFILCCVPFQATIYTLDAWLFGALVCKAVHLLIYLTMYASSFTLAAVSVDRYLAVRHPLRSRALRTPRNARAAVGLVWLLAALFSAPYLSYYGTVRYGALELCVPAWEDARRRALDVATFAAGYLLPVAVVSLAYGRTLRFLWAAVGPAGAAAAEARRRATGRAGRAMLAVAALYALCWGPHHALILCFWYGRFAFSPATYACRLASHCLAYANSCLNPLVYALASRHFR
MEKK3 PB1 HTS – modulators (inhibitors or enhancers) of MEK5 binding to human MEKK3 PB1 domain; Q99759; bead-based flow cytometry, Alexa488-MEK5 binding to MEKK3; actives lie on both sides; 0 = blocked by unlabeled MEK5, 100 = vehicle; binding response (% of control), % at 10 µM; 290,000 compounds, 1.4% hits; AID 1529;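 active = binding response more than 3 SD above or below the average of its plate-row segment, actives on both sides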;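 also: Alexa488 bead fluorescence after subtracting the streptavidin-only scavenger bead signal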
Target sequence (Q99759 whole entry, looked up, the tested form may be a part): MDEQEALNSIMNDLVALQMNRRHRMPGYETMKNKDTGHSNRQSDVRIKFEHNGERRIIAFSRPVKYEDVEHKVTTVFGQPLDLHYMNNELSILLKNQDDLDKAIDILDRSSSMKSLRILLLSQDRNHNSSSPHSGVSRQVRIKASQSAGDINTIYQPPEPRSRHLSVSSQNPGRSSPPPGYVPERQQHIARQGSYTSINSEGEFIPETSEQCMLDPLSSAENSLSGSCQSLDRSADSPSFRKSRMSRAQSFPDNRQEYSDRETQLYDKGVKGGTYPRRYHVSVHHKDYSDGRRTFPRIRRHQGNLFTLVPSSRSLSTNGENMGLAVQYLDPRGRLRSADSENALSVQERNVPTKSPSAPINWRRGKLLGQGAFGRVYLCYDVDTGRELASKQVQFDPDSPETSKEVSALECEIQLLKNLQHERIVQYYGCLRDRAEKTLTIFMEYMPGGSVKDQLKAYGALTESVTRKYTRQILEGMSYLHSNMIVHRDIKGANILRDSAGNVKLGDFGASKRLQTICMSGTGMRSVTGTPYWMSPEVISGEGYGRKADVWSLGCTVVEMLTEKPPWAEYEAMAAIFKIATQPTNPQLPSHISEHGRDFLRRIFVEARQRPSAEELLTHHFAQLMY
DNA FID counter – counter-screen for HCV NS3 helicase inhibitors: DNA intercalator displacement; DNA fluorescent intercalator displacement, fluorescence; inhibition, % at 7.9 µM; 290,000 compounds, 0.17% hits; in the data active = inhibition above about 37%;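 also: 0% = vehicle and 100% = reference compound; higher means more ethidium bromide displaced from hairpin DNA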
* hit, by the source's call; nt = not tested or not shown; [ ] = dose if it differs, or a comment.

SMILES	CRFR2-BP ag	MEKK2 WT-MEK5	SUMO HTRF inh	MEKK2mut PB1 HTS	CRFR2-BP antag	HCV NS3 hel inh	GalR3 antagonist	MEKK3 PB1 HTS	DNA FID counter
Cc1ccc(C(=O)n2nc(-c3ccccc3)nc2NCc2ccco2)cc1	11	98	5	2	-41	3	-7	94	1
O=C(CSc1nc2ccccc2c(=O)n1C1CC1)NCc1ccccc1	-0.5	100	36	-5	-8	-1	-1	97	-14
Cc1cc(C)c(NC(=O)CS(=O)CC(=O)Nc2cccnc2)c(C)c1 (stereo not drawn)	2.6	95	-4	-3	-17	-4	-4	101	-2
Cc1ccc2[nH]cc(S(=O)(=O)c3ccc(C)c(C)c3)c(=O)c2c1	-1.7	103	-19	7	2	-10	-12	107	-17
CCN(CCn1cccn1)C(=O)CCc1nnc(Cc2c[nH]c3ccccc23)o1	-0.5	88	-6	-8	2	13	-4	98	-12
CC(C)CCN1C(=O)CC(NNC(=O)c2ccc(S(=O)(=O)N3CCCC3)cc2)C1=O (stereo not drawn)	-0.7	98	7	0	10	8	-2	103	-31
Cc1c(NC(=O)c2nn3c(C(F)(F)F)cc(-c4ccccc4)nc3c2Cl)c(=O)n(-c2ccccc2)n1C	-1.1	96	1	-3	1	37*	-9	96	1
Cc1ccc(/C=N/NC(=O)NC23CC4CC(CC(C4)C2)C3)o1	-0.1	nt	-10	nt	-14	9	-8	nt	-30
COc1cccc(OCCOCCOc2ccc(C)cc2[N+](=O)[O-])c1	-6.2	109	1	0	40	-2	3	146*	-10
CCn1c(=O)c2sccc2n(CC(=O)NC2CCCCC2)c1=O	-0.7	98	-6	0	-1	2	-9	102	-2
Cn1c(=O)c2c(nc(CN3CCN(C(=O)c4ccco4)CC3)n2CCc2ccccc2)n(C)c1=O	-1.7	102	4	-1	1	-4	-2	104	-36
Cc1cccc(C)c1NC(=O)CNC(=O)c1cccnc1	-0.8	98	7	-4	-3	9	0	98	-4
O=C(O)c1ccc(CNCc2ccccc2Cl)cc1	-1.5	106	12	13	4	5	-2	102	-1
Cc1cccc2sc(NNC(=O)C3=COCCO3)nc12	-0.7	102	-14	5	7	4	-4	104	-5
O=C(Nc1ccc(Cl)cc1)c1ccsn1	-1.6	107	23	9	8	7	-1	110	2
C=CCOc1ccc(CNn2cn[nH]c2=S)cc1OC	-0.3	102	-11	1	9	-4	-3	99	-3
COc1ccc(Cl)cc1S(=O)(=O)n1cnc2ccccc21	0.6	nt	17	nt	14	-4	0	nt	-8
O=C(CSc1nnc(CNC(=O)c2ccc(F)cc2)o1)Nc1ccc2c(c1)OCCO2	0.8	98	11	0	-10	4	-6	101	-11
O=C(NCC(c1cccs1)N1CCOCC1)c1cccnc1 (stereo not drawn)	0.0	106	7	7	-2	6	nt	104	-6
CCN(CC)c1ccc(/C=N/N2C(=O)c3ccccc3C2=O)c(O)c1	23	89	-26	-4	-13	3	2	87	6
CC(C)C(c1nnnn1Cc1ccccc1)N1CCc2ccccc2C1 (stereo not drawn)	2.7	94	5	-3	0	-3	0	95	4
C#CCNC(=O)C1=C[C@H](C)[C@@H](CCCO)[C@H](OCC)O1	-0.3	112	3	12	8	2	-1	95	-2
CC(C)c1ccc(/C=C2\SC(N3CCOCC3)=NC2=O)cc1	0.6	97	16	1	4	1	-6	104	-33
COc1ccc(C(=O)Nc2nnc(S(=O)(=O)N3CCOCC3)s2)cc1	0.3	103	14	6	7	-3	-8	104	-13
O=C(COC(=O)CNS(=O)(=O)c1ccc2ccccc2c1)Nc1ccccc1Sc1ccccc1	1.1	88	-23	-1	2	8	-2	105	-14
CCOCCCNC(=O)C1CCC(CNS(=O)(=O)c2ccc(Cl)cc2)CC1 (stereo not drawn)	-3.0	102	-2	2	27	-1	0	99	-30
CSc1ccccc1OCc1cc(C(=O)N(C)Cc2ccncn2)no1	0.8	104	9	6	-5	11	0	100	-23
CC(=O)c1ccc(NC(=O)CS(=O)(=O)c2cn(CC(=O)N3CCOCC3)c3ccccc23)cc1	-0.1	100	-1	3	-11	5	-3	98	-16
COc1ccc(C(=O)CN2C(=O)c3ccccc3C2=O)c(OC)c1C	-3.1	89	12	-11	-4	2	nt	86	-14
COc1cc(CCC(=O)Nc2nnc(-c3cccnc3)s2)cc(OC)c1OC	-2.4	81	-6	-13	-7	10	-4	99	-28
COC(=O)c1c(C)oc(C)c1S(=O)(=O)NCc1ccco1	1.3	91	4	-4	-12	-10	-2	85	-4
COc1ccc(S(=O)(=O)N2CCCC(C(=O)NCc3ccc4c(c3)OCO4)C2)cc1 (stereo not drawn)	0.9	100	8	0	2	7	-5	100	-28
Cc1ccc(CNc2ccc(CNc3ncn[nH]3)cc2)cc1	-2.7	100	36	2	8	1	-2	101	-11
O=C(CN(C(=O)C1CSC(=O)C1)c1ccccc1F)NCc1ccc2c(c1)OCO2 (stereo not drawn)	-0.5	100	13	-6	-14	4	-6	95	-13
Nc1ncnc2nc(SCCN3CCCCC3)[nH]c12	-2.4	nt	14	nt	22	-2	-2	nt	1
Cc1ccc(C)c(N2CCN(C(=O)Nc3ccc4c(c3)N(C)C(=O)CS4)CC2)c1	-1.1	110	-8	1	3	6	-3	104	-27
COc1ccc(N2CCN(C(=O)CSc3nnc(COc4cccc5cccnc45)o3)CC2)cc1	-0.4	99	5	1	12	-9	-4	101	-25
COc1cc(OC)cc(C(=O)Nc2ccccc2-c2nnn(CC(N)=O)n2)c1	1.9	109	18	-1	9	-4	-3	106	6
CCN1C(=O)c2ccc(C(=O)NCc3ccc4c(c3)OCO4)cc2C1=O	-1.0	101	5	2	6	-3	-2	102	-2
COc1ccc(S(=O)(=O)N(C)c2ccc(C(=O)N3CCOCC3)cc2)cc1	-0.1	99	15	3	42	-4	-4	99	-10
O=C(NCCc1nnc2ccc(SCC(=O)N3CCOCC3)nn12)c1ccccc1	0.4	109	5	6	-6	-3	-5	106	-5
O=C(COc1ccc(/C=N/NC(=O)C(=O)N2CCCCCC2)cc1)Nc1ccccc1Cl	0.2	114	-14	11	-26	0	-1	99	-33
CN(CCO)S(=O)(=O)c1ccc2c(c1)C(=NO)c1cc(S(=O)(=O)N(C)CCO)ccc1-2	-1.0	98	27	-4	3	-8	-7	89	-6
O=C(NC(=O)N1CCCCC1)c1ccccc1	0.5	101	14	4	7	-13	-4	104	0
COCCn1c(COc2ccc(C)cc2)nc2ccccc21	-3.3	99	0	1	0	4	-1	99	-17
COc1ccc(NC(=O)C2CCCN2C(=O)NC2CCCCC2)c(OC)c1 (stereo not drawn)	-0.9	102	18	5	5	14	-5	98	-15
Cc1ccc(C)c(NC(=S)NNC(=O)c2csc(C)c2C)c1	-0.9	2.0*[inhibitor]	-46	1	-25	-1	-3	2.0*[inhibitor]	-7
CC(CNC(=O)CCCn1ncn2c(cc3occc32)c1=O)c1ccccc1 (stereo not drawn)	-1.4	89	-1	-4	-3	12	-6	93	-45
CS(=O)(=O)c1ccc(C(=O)NC2CCCc3ccccc32)cc1 (stereo not drawn)	-1.0	99	-1	-3	1	1	nt	98	-2
CCn1cnc2c1c(=O)n(CC(=O)OC)c(=O)n2Cc1ccccc1	-3.1	105	0	6	-2	8	-8	100	-11
O=C(CSc1ccccc1)Nc1ccncc1	0.4	104	15	0	0	4	-4	108	1
c1ccc(N2N=C(c3cccs3)CC2c2ccco2)cc1 (stereo not drawn)	-0.4	104	-6	-2	14	5	-2	111	2
Cc1cccc(-n2ncc3c(N)ncnc32)c1	1.0	112	2	8	22	0	-7	109	2
O=C(CS(=O)(=O)c1cn(CC(=O)N2CCOCC2)c2ccccc12)Nc1ccccc1F	0.2	101	-8	4	-1	7	0	102	-19
O=C(NNc1c(F)c(F)cc(F)c1F)c1ccc(Cl)nc1	0.9	98	-1	0	2	7	-11	99	-11
CCc1ccc2[nH]c(O)c(N=NC3=NC(=O)CS3)c2c1	-5.8	101	-8	0	-10	2	-5	102	-4
CCOC(=O)c1nn(-c2ccc(F)cc2)c2c1CC/C2=C/c1ccccc1	3.0	111	1	15	-23	-3	-7	104	3
O=C(c1cc(-c2cccs2)nc2ccccc12)N1CCN(S(=O)(=O)c2cccc(F)c2)CC1	5.6	93	-11	0	-23	-13	-5	99	-25
CC1=C(C)CC(C(=O)NCc2cccc(Cl)c2)C(C(=O)O)C1 (stereo not drawn)	nt	97	-4	-8	nt	10	-11	96	-18
CCCCC1=CC2=C(c3ccco3)C(=O)C(C)(OC(=O)c3ccc(OC)cc3)C(=O)C2=CN1CC(C)C (stereo not drawn)	3.7	92	23	3	1	nt	-4	103	nt

Of the compounds above, 2 contain a COOH group:
SMILES	CRFR2-BP ag	MEKK2 WT-MEK5	SUMO HTRF inh	MEKK2mut PB1 HTS	CRFR2-BP antag	HCV NS3 hel inh	GalR3 antagonist	MEKK3 PB1 HTS	DNA FID counter
O=C(O)c1ccc(CNCc2ccccc2Cl)cc1	-1.5	106	12	13	4	5	-2	102	-1
CC1=C(C)CC(C(=O)NCc2cccc(Cl)c2)C(C(=O)O)C1 (stereo not drawn)	nt	97	-4	-8	nt	10	-11	96	-18

Full records, looked up by structure:
Entry for CC1=C(C)CC(C(=O)NCc2cccc(Cl)c2)C(C(=O)O)C1 (stereo not drawn) : CRFR2-BP ag: nt; MEKK2 WT-MEK5: 97; SUMO HTRF inh: -4; MEKK2mut PB1 HTS: -8; CRFR2-BP antag: nt; HCV NS3 hel inh: 10; GalR3 antagonist: -11; MEKK3 PB1 HTS: 96; DNA FID counter: -18
Entry for Cc1cccc(-n2ncc3c(N)ncnc32)c1 : CRFR2-BP ag: 1.0; MEKK2 WT-MEK5: 112; SUMO HTRF inh: 2; MEKK2mut PB1 HTS: 8; CRFR2-BP antag: 22; HCV NS3 hel inh: 0; GalR3 antagonist: -7; MEKK3 PB1 HTS: 109; DNA FID counter: 2
Entry for CS(=O)(=O)c1ccc(C(=O)NC2CCCc3ccccc32)cc1 (stereo not drawn) : CRFR2-BP ag: -1.0; MEKK2 WT-MEK5: 99; SUMO HTRF inh: -1; MEKK2mut PB1 HTS: -3; CRFR2-BP antag: 1; HCV NS3 hel inh: 1; GalR3 antagonist: nt; MEKK3 PB1 HTS: 98; DNA FID counter: -2

The listing continues:
SMILES	CRFR2-BP ag	MEKK2 WT-MEK5	SUMO HTRF inh	MEKK2mut PB1 HTS	CRFR2-BP antag	HCV NS3 hel inh	GalR3 antagonist	MEKK3 PB1 HTS	DNA FID counter
COc1cccc(OC)c1Oc1ccc(C(F)(F)F)cn1	-0.3	102	13	2	16	2	-1	102	-8
Cc1cccc(C)c1NS(=O)(=O)c1ccc2c(c1)C(=O)c1ccccc1C2=O	0.9	105	-3	0	-16	6	-8	123	2
Cc1nc2c(=O)n(-c3ccc(F)c(Cl)c3)nc(C)c2s1	-0.6	83	0	-36	15	6	-4	82	-1
CC(CCc1ccccc1)NC(=O)C1CCN(C(=O)c2sccc2-n2cccc2)CC1 (stereo not drawn)	0.2	110	-8	7	0	2	nt	107	-36
CCOC(=O)c1c(NC(=O)Cc2ccccc2)sc2c1CCN(CC)C2	2.5	103	2	1	-24	-17	nt	103	6
COc1ccc(N(CC(=O)Nc2ccccc2SC)S(C)(=O)=O)cc1OC	1.9	92	12	-5	17	1	-5	98	-11
O=C(Nc1cccc(F)c1)C1CCCN1C(=O)OCc1ccccc1 (stereo not drawn)	-1.5	101	6	3	-2	3	-10	99	-8
CC(C)(C)OC(=O)N[C@@H](Cc1ccccc1)C(=O)N1CCC(C(=O)N[C@@H](CCC(N)=O)C(=O)O)CC1	2.5	105	7	6	0	-9	-11	107	-13
Fc1ccc(CNC(=S)Nc2ccc(Cl)cc2)cc1	0.8	100	-27	-6	-7	-9	-5	99	2

Not all compounds are listed (hit frequency here may not be typical).
